Screening results: PubChem BioAssay, NCI
NCI-60 one-dose screen, 48 h, at 10 µM unless noted. Numbers give growth in % (100 = growth as untreated, 0 = no growth, -100 = all killed).
HL-60(TB) – HL-60(TB) leukemia cells. hit rate 9% among 78,000. AID 1794776; active = growth percent below 10
* marks the source's active call; other numbers are inactive results; & = joins results of further samples; [ ] = another dose, or the depositor's remark. Not all compounds are listed; rates above refer to the full screens.

How did Clc1ccc(CN(Cc2ccc(Cl)cc2)Cc2ccc(Cl)cc2Cl)cc1 do in these assays?
HL-60(TB): 126.9

Results for CN(C)CN1CCN(c2ccc3nc(-c4ccc5nc(-c6ccc(C(F)(F)F)cc6)[nH]c5c4)[nH]c3c2)CC1 ?
HL-60(TB): 59.6

What do the screens show for `Cc1ccc(S(=O)(=O)N2CCc3ccc(O)c4c3C2CCc2ccccc2-4)cc1` (stereo not drawn)?
HL-60(TB): 91.3

What do the screens show for `C[C@]12CCC3c4ccc(OS(=O)(=O)O)cc4CCC3C1CCC2=O` (stereo partly drawn)?
HL-60(TB): 101.9

Results for Cc1ccc(Cl)c(-n2c(SCC(=O)NN)nc3ccccc3c2=O)c1 ?
HL-60(TB): 108.6

How did OCCSCCCCCCCCCCSCCO do in these assays?
HL-60(TB): 83.8

How did CCOc1ccccc1Br do in these assays?
HL-60(TB): 91.5

Results for CC(=C/c1ccccc1)/C=C1/NC(=S)NC1=O ?
HL-60(TB): 52.5

Results for Clc1nc2ccccc2n2c1nc1ccccc12 ?
HL-60(TB): 98.5

How did NC1=NN(O)C2=CC([N+](=O)[O-])C=CC2=N1 (stereo not drawn) do in these assays?
HL-60(TB): 103.2

How did Nc1[nH]c(=O)[nH]c(=O)c1N=Nc1ccc(S(=O)(=O)Nc2ncccn2)cc1 do in these assays?
HL-60(TB): 96.8

How did CC1(c2ccc(OC(F)F)cc2)NC(=O)N(CC(=O)NCc2ccc3c(c2)OCO3)C1=O (stereo not drawn) do in these assays?
HL-60(TB): 92.3

Results for CCCCCC(/C=N\NC(=S)N/N=C/C(=C/c1ccccc1)CCCCC)=C\c1ccccc1 ?
HL-60(TB): 68.8

How did N=C(N)SCCCCCCCCCCSC(=N)N do in these assays?
HL-60(TB): 63.1

Results for CN(C)c1ccc(C=C2C(=O)NC(=S)NC2=O)cc1 ?
HL-60(TB): 98.6&147.0

How did CN(N)C(=O)c1ccccc1 do in these assays?
HL-60(TB): 103.4

What do the screens show for `O=C(O)/C=C/C(=O)Nc1cccc2ccccc12`?
HL-60(TB): 89.7

Results for CN(C)CCN1C(=O)c2cccc3c(-c4ccc(-c5nc6c7ccccc7c7ccccc7c6[nH]5)cc4)ccc(c23)C1=O ?
HL-60(TB): 90.7

What do the screens show for `CCOC(=O)c1c(C)c2c(n1Cc1ccccc1)CSCC2=O`?
HL-60(TB): 13.3[100 µM]

What do the screens show for `O=c1cc(-c2ccccc2)[nH]c2ccccc12`?
HL-60(TB): 45.0

Overlap with the part before: 4 compounds, then new ones.
What do the screens show for `O=C(O)/C=C/C(=O)Nc1cccc2ccccc12`?
HL-60(TB): 89.7

Results for CN(C)CCN1C(=O)c2cccc3c(-c4ccc(-c5nc6c7ccccc7c7ccccc7c6[nH]5)cc4)ccc(c23)C1=O ?
HL-60(TB): 90.7

What do the screens show for `CCOC(=O)c1c(C)c2c(n1Cc1ccccc1)CSCC2=O`?
HL-60(TB): 13.3[100 µM]

What do the screens show for `O=c1cc(-c2ccccc2)[nH]c2ccccc12`?
HL-60(TB): 45.0

How did CC(=O)Oc1ccc2c(c1)Oc1cc(OC(C)=O)ccc1C21OC(=O)c2cc(CC[C@H]3CCC/C=C/[C@@H]4C[C@H](O)C[C@H]4[C@H](O)/C=C/C(=O)O3)ccc21 do in these assays?
HL-60(TB): 25.0

What do the screens show for `N#CC1CCN(c2ncnc3c2ncn3Cc2nnc3c4ccccc4c(Cl)nn23)CC1`?
HL-60(TB): 97.0

How did N#Cc1c(-c2ccc(Cl)cc2)nc(SCc2ccc(F)cc2)nc1N1CCNCC1 do in these assays?
HL-60(TB): -34.8*

How did COc1ccc(C2C=C(C)N=C3SC=NN32)cc1OC (stereo not drawn) do in these assays?
HL-60(TB): 110.3

What do the screens show for `Cc1cc2nc3c4cc(C#N)ccc4n(CCN(C)C)c3nc2cc1C`?
HL-60(TB): -35.7*

How did O=C(O)C1(NO)CCCC1 do in these assays?
HL-60(TB): 105.9

Results for COc1ccc(-c2ccc(OC)c(OC)c2OC)c(OC)c1OC ?
HL-60(TB): 92.1

What do the screens show for `Cc1nc2c(=O)nc3s/c(=C\c4ccc(N(C)C)cc4)c(=O)n3c2nc1C`?
HL-60(TB): 75.8

What do the screens show for `CC1=CC(O)C(O)C2(C)C1CC1OC(=O)CC3C(C)C(O)C(=O)C2C13CO` (stereo not drawn)?
HL-60(TB): 85.1

How did C=C1C(=O)O[C@H]2[C@H]1CC/C(CNC(=O)/C=C/c1cc(OC)c(OC)c(OC)c1)=C\CC[C@@]1(C)O[C@@H]21 do in these assays?
HL-60(TB): -33.3*

Results for COc1ccc(/C=C2\Oc3cc(OCCN4CCCC4)ccc3C2=O)c(OC)c1 ?
HL-60(TB): 75.6

Results for COc1ccc(S(=O)(=O)NCCCNc2nccc(-c3[nH]c(-c4ccccc4)nc3-c3ccc(Cl)c(O)c3)n2)cc1 ?
HL-60(TB): 43.2

How did O=C(CN(CC(=O)c1ccccc1)Cc1ccccc1)c1ccccc1 do in these assays?
HL-60(TB): 96.9

Results for N#Cc1c2c([nH]c(=O)c1C#N)/C(=C/c1cccnc1)CC2 ?
HL-60(TB): 96.6

What do the screens show for `CNC(=O)c1cc(-n2ccc3cc(NC(=O)Nc4ccc(Cl)c(C(F)(F)F)c4)ccc32)ccn1`?
HL-60(TB): 75.4

Results for COc1cccc2c1CN(C(=O)c1ccc(O)c(C(=O)N3Cc4ccccc4C3)c1)C2 ?
HL-60(TB): 115.3

How did NC(CSC(c1ccccc1)(c1ccccc1)c1ccc(F)cc1)C(=O)O (stereo not drawn) do in these assays?
HL-60(TB): -39.2*

What do the screens show for `CNC(=S)n1cnc(N)n1`?
HL-60(TB): 101.1

Results for CCOC(=O)c1sc(NCC(=O)Nc2ccc([N+](=O)[O-])cc2Cl)c(C(=O)OCC)c1C ?
HL-60(TB): 95.9

How did Cn1c(NN)nc2ccccc2c1=O do in these assays?
HL-60(TB): 103.5

How did C=C(C)CS(=O)(=O)O do in these assays?
HL-60(TB): 95.4

What do the screens show for `COc1ccc(NC(=S)SCCC(=O)O)cc1`?
HL-60(TB): 134.0

What do the screens show for `CCN(c1ccc(OC)cc1)c1nc(-c2ccc(Br)cc2)cs1`?
HL-60(TB): 99.4

What do the screens show for `COc1ccc(C(=O)Cc2ccccc2C(=O)O)cc1`?
HL-60(TB): 92.1

Results for O=C(O)c1ccccc1C(=O)OCC1CCC(=NO)CC1 (stereo not drawn) ?
HL-60(TB): 92.8&91.5

What do the screens show for `COc1cc2oc(-c3cccc(NC(=O)c4cc([N+](=O)[O-])ccc4Br)c3)cc(=O)c2c(OC)c1OC`?
HL-60(TB): 30.5

Results for COC(=O)[C@]1(Cc2ccccc2)[C@H](C)C(=O)N1C[C@H](Cc1ccccc1)N(Cc1ccccc1)Cc1ccccc1 ?
HL-60(TB): 73.9

What do the screens show for `C=S(=C)(N)c1ccc(Nc2c(C#N)c(OCC)[nH]c(=S)c2C#N)cc1`?
HL-60(TB): 101.7

How did C[C@@H](O)[C@@H]1CC[C@]2(CO)CC[C@]3(C)[C@H](CC[C@@H]4[C@@]5(C)C/C(=C/c6cccnc6)[C@H](O)C(C)(C)[C@@H]5CC[C@]43C)[C@@H]12 do in these assays?
HL-60(TB): 95.7

How did COc1ccc(-c2c(C#N)c(O)[nH]c(=O)c2C#N)cc1 do in these assays?
HL-60(TB): 101.2

What do the screens show for `COc1ccc(C2CC(c3ccccc3)=NN2c2nc(-c3ccc(Cl)cc3)c(C#N)c(=O)n2C)cc1` (stereo not drawn)?
HL-60(TB): 97.6

What do the screens show for `CCOC(=O)Nc1ccc2c(c1)C(=O)N(CC)c1ccccc1O2`?
HL-60(TB): -17.0*

How did C/C(=N/NC(=S)NC1CCCCC1)c1sc(Nc2cccc(C)c2)nc1C do in these assays?
HL-60(TB): 114.2

How did O=C1c2ccccc2C2(c3ccc(O)cc3)c3ccccc3Oc3cccc1c32 (stereo not drawn) do in these assays?
HL-60(TB): 1.4*

What do the screens show for `O=C1NC(c2ccccc2[N+](=O)[O-])c2sc3c(F)cccc3c2C1Cl` (stereo not drawn)?
HL-60(TB): 105.5

What do the screens show for `Cc1[nH]c(-c2nc3ccccc3[nH]2)c(C)c1C(=O)NNc1ccc(Cl)cc1`?
HL-60(TB): 103.3

What do the screens show for `c1ccc([As]=[As]c2ccccc2)cc1` (stereo not drawn)?
HL-60(TB): -50.4*

What do the screens show for `COc1cc2c(c(OC)c1OC)CCC(c1cccc(C(=O)Nc3ccccc3)c1)O2` (stereo not drawn)?
HL-60(TB): 85.7

Results for COc1ccc(/C=C(\C(=O)NNS(=O)(=O)c2ccc(C)cc2)c2nc3ccccc3s2)cc1 ?
HL-60(TB): 101.4

What do the screens show for `COc1cc(Nc2nc3ccccc3cc2C(=O)N2CCN(c3ccc(F)cc3)CC2)cc(OC)c1OC`?
HL-60(TB): 98.7

Molecules from the list above with a CF3 group, in the order listed:
Results for CN(C)CN1CCN(c2ccc3nc(-c4ccc5nc(-c6ccc(C(F)(F)F)cc6)[nH]c5c4)[nH]c3c2)CC1 ?
HL-60(TB): 59.6

What do the screens show for `CNC(=O)c1cc(-n2ccc3cc(NC(=O)Nc4ccc(Cl)c(C(F)(F)F)c4)ccc32)ccn1`?
HL-60(TB): 75.4

Going on with the list.
Results for OCC(O)CNCCNc1c2ccccc2nc2cc(Cl)ccc12 (stereo not drawn) ?
HL-60(TB): 98.8

Results for CN(C)CCOc1ccccc1NC1=C(Cl)C(=O)C(Nc2ccccc2OCCN(C)C)=C(Cl)C1=O ?
HL-60(TB): -18.9*

How did c1ccc2nc(N3CCCC3)c(N3CCCCC3)nc2c1 do in these assays?
HL-60(TB): 99.1

What do the screens show for `COc1ccc(C2CC(c3ccc(C)cc3C)=NN2c2ccc(S(=O)(=O)NC(=S)NCc3ccccc3)cc2)cc1` (stereo not drawn)?
HL-60(TB): 78.4

How did COc1cc2c(c(OC)c1OC)C(=O)CC(c1cccc(NC(=O)c3cccc(NC(=O)[C@H](C)N)c3)c1)O2 (stereo partly drawn) do in these assays?
HL-60(TB): 92.1

What do the screens show for `O=C(/C=C/c1ccccc1)c1cccc(N=Cc2c(O)ccc3ccccc23)c1`?
HL-60(TB): 99.2

How did Cc1ccc(NC(=O)N(C)C)c(C)c1 do in these assays?
HL-60(TB): 108.5&109.6

Results for Cn1cc(C2=C(c3cccc4ccccc34)C(=O)N(O)C2=O)c2cccnc21 ?
HL-60(TB): 98.0

What do the screens show for `CCCn1cnc2c(c1=N)C(c1ccc(OC)cc1)c1sc3c(CC)cccc3c1O2` (stereo not drawn)?
HL-60(TB): -12.9*

Results for COc1cc2c3c(n(CCCN4CCOCC4)c(=O)c2cc1OC)-c1nc2c(cc1C3=O)OCO2 ?
HL-60(TB): 65.2

How did Fc1cccc(CNc2nc(SCCN3CCOCC3)nc3c2cnn3CC(Cl)c2ccc(Br)cc2)c1 (stereo not drawn) do in these assays?
HL-60(TB): -23.6*

What do the screens show for `Nc1nc(N)nc(SCC(=O)O)n1`?
HL-60(TB): 105.1

Results for N=C(N)c1ccc(N=NNc2ccc(C(=N)N)cc2)cc1 ?
HL-60(TB): 93.3

What do the screens show for `CO/N=C(/CN1CCN(c2cc3c(cc2F)c(=O)c(C(=O)O)cn3C2CC2)CC1)c1ccc(C)cc1`?
HL-60(TB): 103.0

How did N#Cc1cnc2c(C#N)c(Nc3ccccc3)nn2c1-c1ccco1 do in these assays?
HL-60(TB): 115.8

How did COc1sc(/C=N/NC(=O)c2[nH]c3ccc(Br)cc3c2-c2ccccc2)cc1Cl do in these assays?
HL-60(TB): -42.8*

What do the screens show for `COc1ccc2c(c1)/C(=C(/C#N)C(=O)Nc1ccc(S(N)(=O)=O)cc1)C(=O)N2`?
HL-60(TB): 104.8

What do the screens show for `COc1ccc2nc(/C=C3\SC(=S)N(Cc4ccco4)C3=O)ccc2c1`?
HL-60(TB): 115.5

What do the screens show for `COCOCP(=O)(OC)OC`?
HL-60(TB): 98.3

What do the screens show for `O=C(O)c1cn(C2CC2)c2cc(N3CCN(C(=O)CSc4nc(-c5ccccc5)cc(=O)[nH]4)CC3)c(F)cc2c1=O`?
HL-60(TB): 101.0

What do the screens show for `Cc1ccc(S(=O)(=O)NCCNc2nccc(-c3c(-c4ccc(O)cc4)nc4sccn34)n2)cc1`?
HL-60(TB): 155.2

How did Cc1ccc(-c2nc(SCC(=O)N3CCN(c4cc5c(cc4F)c(=O)c(C(=O)O)cn5C4CC4)CC3)nc(Cl)c2C#N)cc1 do in these assays?
HL-60(TB): 100.6

What do the screens show for `O=C1C=CC(Nc2ccc(Cl)c(Cl)c2)C1Nc1ccc(Cl)c(Cl)c1` (stereo not drawn)?
HL-60(TB): 88.4

What do the screens show for `O=C(O)c1ccc(-n2cc(CNc3cccc(Cl)c3)c(-c3ccc(C(F)(F)F)cc3)n2)cc1`?
HL-60(TB): 77.3

What do the screens show for `O=C(CSc1nnc(-c2ccc(NC(=O)c3cccnc3)cc2)o1)Nc1cccc(Br)c1`?
HL-60(TB): 96.1

Results for CCCNc1nc2ccccc2c2c(=O)c3cccc(Cl)c3sc12 ?
HL-60(TB): 108.3

What do the screens show for `CCCCCCCC[N+](C)(CCCCCCCC)CCCCCCCC`?
HL-60(TB): 32.0

Results for Cc1nn(-c2ccccc2)c(Cl)c1/C=C1\N=C(c2ccccc2)N(C(=O)c2ccc3ccccc3c2)NC1=O ?
HL-60(TB): 76.5

How did NC(N)=NC(N)=Nc1ccc(O)cc1 do in these assays?
HL-60(TB): 28.3

What do the screens show for `O=[N+]([O-])c1ccc(-c2cccnc2)cc1`?
HL-60(TB): 90.7

How did Brc1ccc2c(ccc3c2nnc2ncnn23)c1 do in these assays?
HL-60(TB): 112.6

What do the screens show for `Nc1n[nH]c(CC(=O)NCCc2ccccc2)n1`?
HL-60(TB): 90.5

Results for CCOC(=O)c1ccc([N+](=O)[O-])cc1 ?
HL-60(TB): 93.4

What do the screens show for `O=C(CSc1nc2ccccc2c(=O)n1CCc1ccccn1)c1ccc(F)cc1`?
HL-60(TB): 86.7

Compounds listed so far that have a furan ring, fused or not, in the order listed:
How did N#Cc1cnc2c(C#N)c(Nc3ccccc3)nn2c1-c1ccco1 do in these assays?
HL-60(TB): 115.8

What do the screens show for `COc1ccc2nc(/C=C3\SC(=S)N(Cc4ccco4)C3=O)ccc2c1`?
HL-60(TB): 115.5
